Screening results from PubChem BioAssay.
OX1R antag-1: human HCRTR1 antagonism; inhibition, % at 5 µM; hit rate 0.43% among 330,000; CHO/OX1R cells, Fluo-8 calcium fluorescence, orexin A; AID 434989;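 active = inhibition above its plate's threshold, mean inhibition of all tested compounds on the plate plus 3 SD, cut at about 37% in these data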;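 also: 0% = orexin A challenge wells and 100% = SB-334867-A antagonist wells; not every result past the cut was called active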
Target sequence (O43613 whole entry, looked up): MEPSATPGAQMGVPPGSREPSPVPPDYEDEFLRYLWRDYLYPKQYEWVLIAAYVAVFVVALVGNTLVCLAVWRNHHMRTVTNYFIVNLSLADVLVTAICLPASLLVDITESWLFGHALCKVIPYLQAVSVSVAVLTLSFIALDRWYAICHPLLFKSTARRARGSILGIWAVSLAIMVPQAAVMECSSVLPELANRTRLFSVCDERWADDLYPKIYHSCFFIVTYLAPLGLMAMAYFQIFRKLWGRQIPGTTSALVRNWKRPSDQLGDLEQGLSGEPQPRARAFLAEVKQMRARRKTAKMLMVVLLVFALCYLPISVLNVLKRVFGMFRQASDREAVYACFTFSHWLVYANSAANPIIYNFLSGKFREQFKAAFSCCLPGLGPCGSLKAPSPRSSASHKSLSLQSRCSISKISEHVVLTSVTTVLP
OX1R antag-2: OX1R (human) antagonism; O43613; OX1R-expressing cells, FRET antagonist read-out; inhibition, % at 6.6 µM; hit rate 1.8% among 330,000; AID 485270; in the data active = inhibition mostly above about 38%, no sharp cut-off; inactive = mostly below about 40%;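 also: 0% = agonist challenge alone and 100% = reference antagonist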
An asterisk follows results filed as active. Outcome played no part in choosing rows; about 2% have a hit in one of these screens.

The first 7 compounds, ahead of the listing:
OX1R antag-1 | OX1R antag-2 | mol
-22 | 10 | CN(C)C(CNC(=O)c1cnc(Cl)c(Cl)c1)c1ccccc1 (centres undefined)
-21 | 14 | COc1cc(N)c(Cl)cc1C(=O)OCC(=O)N1CCCC1
4 | 2 | COc1ccc(CNC(=O)CCC(=O)c2ccc(F)cc2)cc1OC
14 | 14 | COc1ccc(NC(=O)CN(C)C(=O)/C=C/c2ccc(OCc3ccccc3)cc2)cc1
-13 | 12 | CCOC(=O)C1CCCN(C(=O)c2cc(-c3ccco3)nc3ccccc23)C1 (centres undefined)
62* | 44* | CN(c1ccccc1)S(=O)(=O)c1cccc(NC(=O)c2ccc(Cl)c([N+](=O)[O-])c2)c1
-2 | 15 | Cc1ccnc(SCCn2c(N3CCOCC3)nc3c2c(=O)[nH]c(=O)n3C)n1

The whole of this part (from the top)
OX1R antag-1 | OX1R antag-2 | mol
-22 | 10 | CN(C)C(CNC(=O)c1cnc(Cl)c(Cl)c1)c1ccccc1 (centres undefined)
-21 | 14 | COc1cc(N)c(Cl)cc1C(=O)OCC(=O)N1CCCC1
4 | 2 | COc1ccc(CNC(=O)CCC(=O)c2ccc(F)cc2)cc1OC
14 | 14 | COc1ccc(NC(=O)CN(C)C(=O)/C=C/c2ccc(OCc3ccccc3)cc2)cc1
-13 | 12 | CCOC(=O)C1CCCN(C(=O)c2cc(-c3ccco3)nc3ccccc23)C1 (centres undefined)
62* | 44* | CN(c1ccccc1)S(=O)(=O)c1cccc(NC(=O)c2ccc(Cl)c([N+](=O)[O-])c2)c1
-2 | 15 | Cc1ccnc(SCCn2c(N3CCOCC3)nc3c2c(=O)[nH]c(=O)n3C)n1
-3 | 23 | O=C1/C(=C/c2ccccc2)SC(=S)N1N1C(=O)C2CC2C1=O (centres undefined)
-6 | 12 | O=c1c2ccccc2nc2n1C(CSc1ccc(F)cc1)CN2 (centres undefined)
-15 | 15 | COc1cc(/C=N/NC(=O)Cn2cnc3ccccc3c2=O)ccc1O
-8 | -5 | CNC(=S)N1CCN(c2nc(-c3ccc(F)cc3)cs2)CC1
-8 | 3 | CC(=O)N1CCN(C(=O)c2ccc(Cl)c(S(=O)(=O)N3CCCC3)c2)CC1

The results go on:
OX1R antag-1 | OX1R antag-2 | mol
-25 | 23 | CCC(C)c1ccc(NC(=O)CN(C)CC(=O)Nc2cccc(OC)c2)cc1 (centres undefined)
14 | 8 | COc1cc(-c2nnc(SCC(=O)N(Cc3ccccc3)C(C)(C)C)o2)cc(OC)c1OC
-28 | 27 | CCCN1CCC(=O)N([C@H](CSc2ccc(Br)cc2)c2ccccc2)CC1
-2 | 1 | Cc1cc(NC(=O)CCN2CCN(CCO)CC2)ccc1Br
-4 | 3 | CC1CCCCN1C(=O)COC(=O)CNC(=O)c1sc2ccccc2c1Cl (centres undefined)
10 | 19 | CN(C(=O)c1cccc(Br)c1)C1CCS(=O)(=O)C1 (centres undefined)
4 | 4 | O=C(NN1C(=O)C2C3C=CC(C3)C2C1=O)c1ccncc1 (centres undefined)
-14 | -3 | N#Cc1ccccc1S(=O)(=O)N1CCN(C(=O)CCc2ccccc2)CC1
-4 | 18 | Cc1ccccc1OCCNc1cc(N2CCCCC2)ccc1[N+](=O)[O-]
-2 | -5 | C=CCN=Cc1sc2ccc(OCC)cc2c1O
-18 | 7 | CN(c1ccccc1C(=O)Nc1ccc(F)c(Cl)c1)S(C)(=O)=O
13 | 18 | CCCCC(=O)Nc1ccc2c(c1)oc1ccccc12

Profiles as entered above:
CCCCC(=O)Nc1ccc2c(c1)oc1ccccc12 as listed: OX1R antag-1 = 13; OX1R antag-2 = 18
CN(C(=O)c1cccc(Br)c1)C1CCS(=O)(=O)C1 (centres undefined) as listed: OX1R antag-1 = 10; OX1R antag-2 = 19

Next part.
OX1R antag-1 | OX1R antag-2 | mol
3 | 33 | COc1cc(OC)c(OC)cc1/C=N/n1c(C)nnc1C
-7 | 9 | CC1CN(CCCCOc2ccc(F)cc2)CC(C)O1 (centres undefined)
-24 | 7 | O=C(CNc1cccc2ccccc12)N/N=C/C(Br)=C/c1ccccc1
-27 | 20 | CCOC(=O)c1c(-c2ccccc2)csc1/N=C/C1C(=O)CCCC1=O
-20 | 1 | CN(C)C(=O)c1cccn1-c1ncc(C(F)(F)F)cc1Cl
23 | 14 | C=CCC[C@@H](Cc1ccc(F)cc1)C(=O)O[C@H](CNC(=O)[C@H](CC=C)CC(=O)N(CCO)Cc1ccccc1)c1ccccc1
-6 | 7 | CC(=O)N1CCc2cc(S(=O)(=O)CCC(=O)NCc3ccco3)ccc21
-4 | 2 | COCC1OS(=O)(=O)NC(CC(=O)SC(C)(C)C)C1C (centres undefined)
3 | 2 | CN(C)CCCN(CCCNC(=O)/C=N/O)Cc1ccccc1
-27 | 18 | Cc1cc(C)cc(NC(=O)CCn2cnc3cc(C)c(C)cc32)c1
-11 | -7 | CCn1ncc(Br)c1C(=O)Nc1ccc(OC(F)(F)F)cc1
4 | 13 | COc1cc(OC)cc(-c2c(-c3ccc(C(C)=O)cc3)c3cc(-c4cccc5[nH]ccc45)ccc3n2C)c1

The list continues.
OX1R antag-1 | OX1R antag-2 | mol
-19 | 5 | NC(=O)C1(N2CCCCC2)CCN(C(=S)NC2CCCC2)CC1
-9 | 16 | COc1ccc(Cl)cc1NS(=O)(=O)c1cccc(C(=O)N2CC(C)OC(C)C2)c1 (centres undefined)
-12 | 19 | CNC(=O)NC(=O)CN1C(=O)NC2(CCOc3ccccc32)C1=O (centres undefined)
-4 | 15 | O=C(c1ccccc1)c1cnc2ccc(Cl)cc2c1N1CCOCC1
-13 | 6 | COc1ccc(C(=O)N2CCC(CCC(=O)Nc3cccc(C)c3)CC2)cc1
-25 | 14 | COc1ccc(OC)c(NC(=O)Cc2coc3ccc(C)cc23)c1
-6 | 9 | CCCCC1CCC(/C(N)=N/O)CC1 (centres undefined)
44* | 3 | Cc1cccc(OCC(=O)OCC(=O)Nc2sccc2C(N)=O)c1
-6 | 9 | Nc1ccc(S(=O)(=O)Nc2ccnn2-c2ccccc2)cc1
-14 | 22 | COc1cccc(CNC(=O)c2n[nH]c3ccccc23)c1
-21 | 21 | Cc1cc(NC(=O)c2cc(-c3ccncc3)nc3ccccc23)ccc1Br
-5 | 11 | COc1cc(C(=O)OCC(=O)c2ccccc2)cc2c1OCCO2

Further results.
OX1R antag-1 | OX1R antag-2 | mol
-37 | 13 | CC(C)[C@@H](C(=O)NC1CCN(Cc2ccccc2)CC1)N1C(=O)N2CCc3c([nH]c4ccccc34)[C@@]2(C)C1=O
-38 | 3 | CCc1ccc(CN(C(=O)c2oc3ccccc3c2C)C2CCS(=O)(=O)C2)cc1 (centres undefined)
-15 | 8 | CCCCOc1ccc(NC(=O)Nc2nnc(C)s2)cc1
-13 | 10 | COc1ccc(C(=O)/C=C/c2ccccc2C(F)(F)F)cc1
-20 | 0 | CC(c1ccccc1)N1CC(C(=O)Nc2ccc(F)cc2)CC1=O (centres undefined)
-19 | 28 | O=C(N/N=C/c1cccnc1)c1ccc(Cl)c(Cl)c1
-3 | 6 | Cc1ccc2oc(-c3ccccc3)nc2c1
-13 | 11 | COc1ccc(OC)c(/C=C/C(=O)OCC(=O)NC2CCCCCCC2)c1
-10 | 25 | O=S1(=O)CCC(NS(=O)(=O)c2ccc3ccccc3c2)C1 (centres undefined)
-20 | 12 | Cc1occc1-c1nnc(SCC(=O)N2CCOCC2)o1
-25 | 31 | O=C(Nc1ccccc1-c1ccccc1)c1cccs1
-17 | 5 | O=C(O)CCn1c2c(c3ccccc31)CCCC2

Continuation.
OX1R antag-1 | OX1R antag-2 | mol
-16 | 10 | Cc1ccc(S(=O)(=O)N2CCOCC2)cc1C(=O)N1CCN(c2ccc(C(F)(F)F)cn2)CC1
-9 | 8 | S=C(NCCc1ccccc1)NCc1cccs1
-39 | 20 | O=C(c1nc2ccccn2c1CNCCn1ccc2ccccc21)N1CCOCC1
-7 | 7 | CCCNC(=O)c1cc(Cl)c(NC(=O)C2=CSCCO2)cc1OC
-11 | 4 | CCOP(=O)(OCC)/C(=C/N1CCCCC1)NC(=O)c1ccccc1
12 | 27 | O=C(Cc1cccc2ccccc12)NCC(=O)N1CCN(Cc2cccc(C(F)(F)F)c2)CC1
-24 | 23 | CCCn1nnc(NC(=S)NC(=O)c2ccccc2OC)n1
-17 | 17 | O=C(COC(=O)/C=C/c1ccc(S(=O)(=O)N2CCOCC2)cc1)NCc1ccc(Cl)cc1
-15 | 3 | O=C1CC(NS(=O)(=O)c2cccnc2)CN1c1ccc(Cl)cc1 (centres undefined)
-14 | 10 | S=C(Nc1cccc(Cl)c1Cl)N1CCC2(CC1)OCCO2
-16 | 3 | C[C@@H](NC(=O)c1[nH]cnc1C(=O)Nc1cccc(Cl)c1)c1ccccc1
-29 | -1 | CCCC(=O)Nc1c(-c2ccccc2Cl)c(=O)c2ccccc2n1C

The list continues:
OX1R antag-1 | OX1R antag-2 | mol
-1 | 6 | CCN(CC)CCNC(=O)c1cn(CC)c2ccc(S(=O)(=O)N(C)C)cc2c1=O
-12 | 5 | COc1ccc(S(=O)(=O)N(CC(=O)NCc2cccnc2)Cc2ccccc2)cc1
-2 | 36 | COc1ccc(CCNc2nc(-c3sc(N)nc3C)cs2)cc1OC
-1 | 14 | O=C(COc1ccc(F)c(Cl)c1)c1ccc[nH]1
-2 | 18 | CC(Sc1nnc(Cc2ccc([N+](=O)[O-])cc2)o1)C(N)=O (centres undefined)
-29 | 10 | CCN(C(=O)CCCCC(=O)N(CC)c1ccccc1)c1ccccc1
-28 | 13 | Cc1ccc(S(=O)(=O)N(C)C)cc1NC(=O)c1ccc(OC(F)(F)F)cc1
-32 | 13 | COc1cccc(=O)c2c(C)n(-c3cc(C)cc(C)c3)c(C)c12
-7 | 6 | COc1ccc(NC(=O)c2cc(-c3ccco3)nc3ccccc23)cn1
-14 | 0 | O=C1NC(=Nc2ccccc2Br)SC1(CO)CO
10 | 13 | CC(C)(C)c1ccc(/C=C2\Oc3cc(OC(=O)N4CCOCC4)ccc3C2=O)cc1
-7 | 11 | O=C(CCN1C(=O)c2ccccc2C1=O)Nc1ccc(S(=O)(=O)N2CCOCC2)cc1

Following part:
OX1R antag-1 | OX1R antag-2 | mol
-26 | 5 | CSc1nc(C2CC2)cc(-c2cccs2)c1C#N
-37 | 37 | CCCCCC(=O)Nc1nc(C)c(-c2csc(Nc3ccccc3OC)n2)s1
-22 | 7 | CCCCS(=O)(=O)N1CCC(C(=O)NCC2CCCO2)CC1 (centres undefined)
-17 | 5 | COC(=O)c1ccc(Oc2c(C)oc3cc(OCc4cnn(-c5ccccc5)c4)ccc3c2=O)cc1
-19 | 10 | CC1CCC(NC(=O)CN2CCC(n3nnc4cc(F)ccc43)CC2)CC1 (centres undefined)
-21 | 5 | CC1(C)C(c2cccs2)=[N+]([O-])C2(CCCCC2=O)N1O (centres undefined)
-15 | 11 | Cc1cccc(C)c1NC(=O)c1ccc(-n2cnnn2)cc1
-25 | 22 | Cc1ccc(CNC(=O)CCCc2c[nH]c3ccccc23)cc1
-22 | 18 | CC1CCCN(C(=O)COC(=O)c2ccc3[nH]c4c(c3c2)CCCC4)C1 (centres undefined)
-13 | 18 | O=C(Nc1ccc2ccccc2c1)c1cn(-c2ccccc2)nc1-c1cccs1
-6 | 1 | O=C(C1=C[C@@H](C2CCCCC2)C[C@@H](OCc2ccc(CO)cc2)O1)N1CCOCC1
3 | 17 | CC1(C)NC(=O)N(CC(O)CN(c2cccc([N+](=O)[O-])c2)S(=O)(=O)c2ccccc2)C1=O (centres undefined)

(next part)
OX1R antag-1 | OX1R antag-2 | mol
-27 | 10 | O=C(NCc1nc2ccccc2[nH]1)c1ccc(Cl)c(S(=O)(=O)N2CCCC2)c1
-22 | 18 | Cc1nn2c(N3CCN(C)CC3)c3c(nc2c1-c1ccccc1)CCCC3
0 | 5 | CCSc1nc(C)c(CC)c(C)c1C(N)=O
-5 | 20 | Cc1nn(C)cc1S(=O)(=O)N1CCN(Cc2ccc(F)cc2Cl)CC1
